WT yeast gro inh: growth inhibition of WT yeast, mitochondrial fusion screen. mitochondrial fusion phenotypic screen, WT strain. inhibition, % at 10 µM. 190,000 compounds, 2.1% hits; in the data active means inhibition above about 58%; tested in S. cerevisiae
M17LAP inhibition: P. falciparum M17LAP inhibitors, primary screen, biochemical, fluorogenic H-Leu-NHMec substrate, 1536-well (AID 1619). recombinant M17LAP, H-Leu-NHMec fluorogenic kinetic assay; higher % means a stronger effect. inhibition, % at 30 µM, or IC50 in µM where a hit was titrated. 220,000 compounds, 0.38% hits;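 active means compound inhibiting the enzyme by more than half at any dose during confirmatory dose-response retesting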;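 further: plate controls were full reaction with DMSO carrier for no effect and no enzyme background for full effect; strong numbers were not always called active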
Autophagy mod: alters autophagy in cells; MEF GFP-LC3 puncta imaging; test concentration mostly 10 µM; calls only at 10 µM (by protocol); 190,000 compounds, 0.98% hits; AID 463193;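 active means percentage of spot-positive cells more than 3 SD above its plate mean, without a fluorescence outlier flag or 80% toxicity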;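 further: spot-positive cell cutoff set from DMSO-treated cells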
Dynein cargo inh: blocks dynein driven cargo transport along microtubules. 3617.4 mouse cells, GR-EGFP nuclear translocation imaging; test concentration mostly 20 µM; stimulated with dexamethasone, 1 µM; stronger effect = lower value. z-score, hits read low. 220,000 compounds, 0.47% hits. AID 1381;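 active means plate z-score of nuclear minus cytoplasmic receptor signal below a set negative limit, without overly bright fluorescence or cell loss, cut at about -3.5 in these data, passing the limit was not always enough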;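 further: z-score of nuclear minus cytoplasmic ring GR-EGFP intensity difference per well; some compounds called inactive have numbers as strong as hits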
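medium = tetracycline-free induction medium containing charcoal-stripped FBS | also added = 1.0 µM final dexamethasone stimulus | schedule = 48 h induction, 1 h compound, 30 min dex at 37 °C | technique = fixed, Hoechst-stained cells imaged at 10x for EGFP | measure = GR-EGFP nuclear translocation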
Yfh1-off respiration: mitochondrial function rescue without frataxin homolog – Friedreich's ataxia, plus single-dose screen, dose response (AID 1465); S. cerevisiae Yfh1-off respiration, WST-1 reduction, 72 h; higher fold induction means a stronger effect; fold induction at 50 µM, or EC50 in µM where a hit was titrated; 220,000 compounds, 0.074% hits;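 active means fold induction of absorbance versus untreated yeast above a set limit, then at least 30% activation at any dose in follow-up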;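 further: activators that raise dye reduction in frataxin-depleted yeast; strong numbers were not always called active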
MT stabilizer: microtubule stabilization, imaging screen. HeLa tubulin immunostaining HCS, 24 h; share of cells brighter than vehicle mean+2SD. % tubulin-high responders, % at 10 µM. 200,000 compounds, 0.83% hits. AID 2205;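 active means plate Z-score above 3 for both tubulin-high and condensed-nucleus cell shares, with cell loss under 80%, at 10 µM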;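 further: anti alpha tubulin signal scored within the nucleus-defined area of each cell; some results filed as inactive read as strong as hits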
T cell modulator: T cell immune modulation candidate. calls only at 7 µM. 330,000 compounds, 0.068% hits. 2C CD8+ T cell-vesicle binding, flow cytometry; stronger effect = lower value. AID 2052;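 active means response, share of CD8 T cells binding vesicles, and their 90th percentile fluorescence all below set limits, cut at about 80% in these data, passing the limit was not always enough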
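Incubation: binding step 1.5 h, 37 °C, antibody labelling 20 min, ice; system: murine 2C transgenic CD8+ T lymphocytes; technique: cytometric PE anti-B7-1 and Alexa647 anti-CD8 signals after 1% paraformaldehyde fixation; also added: QL9-charged Drosophila Ld/ICAM-1/B7-1 vesicles; control set: naked versus QL9-loaded vesicles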
M1AAP inhibition: P. falciparum M1AAP inhibitors, biochemical, fluorogenic H-Leu-NHMec substrate, 1536-well (AID 1445); one-dose inhibition, % at 30 µM; IC50 in µM for titrated hits; recombinant M1AAP, H-Leu-NHMec fluorogenic kinetic assay; higher % means a stronger effect; 220,000 compounds, 0.42% hits;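 active means primary inhibition above the hit cutoff, then over 50% inhibition at one or more dose response concentrations, cut at about 23% in these data, passing the limit was not always enough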;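 further: plate controls were DMSO full reaction for no effect and no enzyme background for full effect; strong numbers were not always called active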
b-catenin transl: beta-catenin nuclear translocation modulation. HeLa beta-catenin nuclear translocation, immunofluorescence imaging. nuclear translocation activity, % at 5 µM. 190,000 compounds, 0.3% hits;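 active means nuclear translocation activity above 50% at 5 µM, with a well cell count of 50 or more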;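 further: per-cell ratio of nuclear to cytoplasmic median beta-catenin stain intensity; plate controls were DMSO negative control for no effect and GSK-3 inhibitor IX positive control for full effect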
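Test system: human HeLa cells, native beta-catenin. Compound dosing: 5 µM primary single dose, 0.1% DMSO, 0.02–20 µM confirmation series. Incubation: compound exposure 24 h at 37°C. Detection: beta-catenin immunostaining with DAPI counterstain, 20x imaging, 6 fields/well. Read-out basis: Nuclear/cytoplasmic beta-catenin signal ratio, % activation.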
WT yeast gro inh mutant strain: further read-out of WT yeast gro inh, marked with its call; inhibition, %; mitochondrial fusion phenotypic screen, mutant strain inhibition
Dynein cargo inh cytoplasmic EGFP: second read-out of Dynein cargo inh, no call of its own (marks repeat the call); z-score; measured here: cytoplasmic GR-EGFP intensity; stronger effect = higher value
Dynein cargo inh nuclear GR-EGFP: second read-out of Dynein cargo inh, no call of its own (marks repeat the call); z-score; measured here: nuclear GR-EGFP intensity;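 lower value marks the stronger effect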
Dynein cargo inh cell count: recorded beside Dynein cargo inh, whose call it bears; z-score; measured here: cell count per field
b-catenin transl cell count 5 µM: also measured in b-catenin transl; calls as there; cell count; measured here: cell count, cytotoxicity flag
T cell modulator vesicle-bound %: further read-out of T cell modulator, marked with its call; double positive events, %; measured here: CD8+ vesicle-bound cell fraction;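 binding gate set so that unloaded-vesicle control wells show 10% double positive cells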
MT stabilizer Hoechst-high %: also measured in MT stabilizer; calls as there; % Hoechst-high responders; measured here: nuclear condensation Hoechst responders;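 share of cells brighter than vehicle mean plus two SD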
MT stabilizer cytotoxicity %: second read-out of MT stabilizer, no call of its own (marks repeat the call); toxicity, %; measured here: cytotoxicity by cell density;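 0% = mean cell density of plate MIN control wells and 100% = no cells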
Autophagy mod cell loss 18 h: also measured in Autophagy mod; calls as there; toxicity, %; measured here: cell loss, nuclei count;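 cell loss after 18 h compound exposure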
* marks the source's active call; other numbers are inactive results; i = inactive; . = not tested or not shown; & = joins results of further samples.

SMILES	WT yeast gro inh	WT yeast gro inh mutant strain	M17LAP inhibition	Autophagy mod	Autophagy mod cell loss 18 h	Dynein cargo inh	Dynein cargo inh cytoplasmic EGFP	Dynein cargo inh nuclear GR-EGFP	Dynein cargo inh cell count	Yfh1-off respiration	MT stabilizer	MT stabilizer Hoechst-high %	MT stabilizer cytotoxicity %	T cell modulator	T cell modulator vesicle-bound %	M1AAP inhibition	b-catenin transl	b-catenin transl cell count 5 µM
CCOC(=O)c1ccc(-c2ccc(C=O)o2)cc1	.	.	23%	.	.	1.9	-0.067	1	-2	i	.	.	.	i	36	18%	0.0	1357
C=C(C)c1cccc(C(C)(C)NC(=O)NCc2ccncc2)c1	6	8	5%	i	15	-0.58	-0.29	-0.18	0.5	i	3.5	1.7	5.3	i	40	4%	0.3	1548
CCC(SC1=N/C(=C/c2ccccc2OC)C(=O)N1c1ccccc1)C(=O)Nc1cc(C)on1 (stereo unspecified)	-1	-2	4%	i	18	0.23	-0.23	0.64	0.33	i	1.8	1.9	9.0	i	4	5%	3.5	1302
C/C(Cc1ccccc1)=N\NC(=O)CNC(=O)c1ccc(Br)cc1	-4	-5	4%	i	14	0.96	-0.2	0.9	-1.5	i	4.9	1.7	1.2	i	54	4%	-2.5	529
CCn1ncc(C2=NOC(C(=O)Nc3cccc(O)c3)C2)c1C (stereo unspecified)	12	-2	6%	i	7	0.057	-0.2	0.34	-0.41	i	1.4	1.6	0.5	i	24	2%	1.5	1106
CCOC(=O)N1CCN(S(=O)(=O)c2ccc3[nH]c(=O)sc3c2)CC1	5	-3	-1%	i	18	1.7	-0.004	1.5	-0.9	i	3.0	2.4	1.0	i	35	-3%	.	.
CCOC(=O)c1sc2nc(C(C)C)c3c(c2c1N)CC(C)(C)OC3	-25	-28	-10%	i	32	0.0067	-0.43	-0.084	0.3	i	2.6	2.4	18	i	8	22%	.	.
CCCCCOc1ccc(NC(=O)C(=O)NCC2CCCN2CC)cc1 (stereo unspecified)	6	4	-6%	i	44	0.28	-0.27	0.21	-0.02	i	3.9	1.8	3.2	i	49	-1%	7.9	756
Cc1ccc([N+](=O)[O-])cc1NC(=O)CN1CCCCC1	-9	-11	-5%	i	1	1.7	-0.13	0.93	-1.6	i	2.1	0.7	1.9	i	58	4%	0.9	1306
COCc1nnc(NC(=O)c2ccc(Cl)cc2[N+](=O)[O-])s1	-14	-10	12%	i	-4	-0.66	-0.26	-0.46	1.1	i	1.4	4.1	6.3	i	27	6%	-1.8	975
Cc1c(OCC(F)(F)F)ccnc1CS(=O)c1nc2ccccc2[nH]1 (stereo unspecified)	-1&7	-10&14	-12%&-2%	i	9	0.082	-0.27	0.23	0.43	i	3.7	2.7	6.3	i	25	-10%&2%	-1.7&0.2	567&1146
COc1ccccc1-c1ccc(SCc2ccccc2)nn1	-18	-17	-3%	i	-7	-1.3	-0.19	-0.53	0.23	i	3.1	2.8	6.6	i	50	3%	-1.0	1115
CCOC(=O)COc1ccc2c(c1)c(C(=O)OCC)c(C)n2CC	5	14	3%	i	-3	-0.6	-0.21	0.14	-0.2	i	2.9	1.9	26	i	33	6%	-0.9	1092
CCCC(C)c1nnc(NC(=O)CN2C(=O)c3ccccc3C2=O)s1 (stereo unspecified)	-12	7	2%	i	-6	-0.24	-0.35	0.48	0.03	i	4.3	5.4	9.5	i	46	9%	-3.4	1131
CCC(C)NCCOCCOc1ccc(C)cc1OC (stereo unspecified)	15	18	3%	i	-3	0.99	-0.21	1.4	-1.1	i	2.8	2.4	0.5	i	62	-3%	-2.3	637
CCN(CC)S(=O)(=O)c1cc(NS(=O)(=O)c2cccc(C(=O)O)c2)ccc1C	-9	10	16%	i	21	1.6	-0.33	1.4	-1.9	i	3.2	3.5	5.4	i	49	9%	4.1	827
Cc1ccc(Oc2cnc3ccccc3n2)cc1	-10	6	-5%	i	-1	-0.6	-0.21	0.24	0.46	i	2.3	2.2	2.4	i	38	12%	-0.5	1469
COc1ccc2nc(SCC(=O)NCCc3ccccc3)[nH]c2c1	.	.	17%	.	.	-0.2	-0.24	0.48	-0.15	i	.	.	.	i	31	0%	-0.8	1267
Cn1c(=O)c(C(=O)NC2CCCCCCC2)c(O)c2ccccc21	-4	-1	-1%	i	-8	2	-0.23	1.1	0.14	i	3.2	1.5	0.7	i	36	-2%	-1.3	927
CCOC(=O)c1c(C)nc2ccc(Cl)cc2c1-c1ccccc1	64*	28*	8%	i	-1	-0.04	-0.29	-0.49	-0.012	i	2.7	2.4	9.8	i	55	6%	-1.6	582
CCOCCCn1c(C)nc2c(c1=O)c1nc3ccccc3nc1n2CCC1=CCCCC1	-11	1	-14%	i	14	-1.2	-0.38	-0.28	0.51	i	3.6	3.0	16	i	41	-2%	-6.9	1087
Cc1cccc(-n2c(O)c(C=Nc3ccc(O)cc3)c3ccccc3c2=O)n1	-12	-1	15%	i	-2	-1.1	-0.29	-0.00069	1	i	3.1	1.5	6.7	i	10	14%	-3.1	564
CCN(CC)S(=O)(=O)c1ccc(N=Cc2c(C)c(C#N)c(=O)n(C)c2O)cc1	-10	-4	2%	i	-5	-0.15	-0.22	-0.16	-0.58	i	5.6	2.8	7.7	i	53	14%	-0.8	898
COc1ccc2ccccc2c1/C=N/NC(=S)NCCN1CCOCC1	16	21	8%	i	-2	1	-0.31	0.82	-1	i	2.3	2.2	6.6	i	1	11%	-1.4	1094
CC(=O)c1sc(NC(=O)CCOc2ccccc2)nc1C	13	5	-1%	i	15	0.59	-0.27	-0.37	0.52	i	2.4	0.9	0.3	i	60	5%	-1.1	1087
Cc1c(C(=O)OCC(=O)NCC2CCCO2)cccc1[N+](=O)[O-] (stereo unspecified)	-7	4	-4%	i	2	-0.45	0.17	0.11	-0.098	i	5.1	2.4	9.0	i	14	4%	0.2	1099
O=c1ccc(C(F)(F)F)cn1Cc1cc(=O)n2cc(Br)ccc2n1	-13	9	5%	i	4	0.39	-0.37	-0.4	-0.22	i	4.1	2.8	5.0	i	50	-2%	-1.0	1135
Cn1c(=O)c2c(SCC(=O)Nc3ccc4c(c3)OCCO4)nc(CC(C)(C)C)nc2n(C)c1=O	-11	-8	0%	i	6	1	-0.19	0.9	-0.67	i	4.2	2.3	2.3	i	27	-2%	-2.0	1103
CCOc1ccc(C(=O)Nn2cnnc2)cc1	2	-5	0%	i	11	-0.86	-0.23	-0.088	0.56	i	3.9	3.0	3.1	i	21	-3%	-2.3	845
Cn1c(-c2ccco2)n[nH]c1=S	10	-1	16%	i	4	0.03	-0.17	0.075	0.41	i	5.6	1.2	5.5	i	23	4%	-2.0	1101
O=C(Nc1ccccn1)C12CC3CC(CC(C3)C1)C2	3	5	5%	i	-6	0.044	-0.16	0.43	1.2	i	2.8	2.1	10	i	47	0%	-6.4	1179
Fc1ccc(-c2cc(C(F)(F)F)nc(-n3cccn3)n2)cc1	.	.	-4%	.	.	0.77	-0.096	0.87	-1.4	i	.	.	.	i	10	2%	-0.7	1241
COc1ccc(NC(=O)c2cccc(OS(=O)(=O)N(C)C)c2)cc1	0	10	0%	i	12	-1.1	-0.17	-0.47	0.41	i	3.9	1.9	6.6	i	64	8%	0.5	1465
CC(C)CSc1ncnc2c1oc1nc3c(cc12)COC(C)(C)C3	3	1	-2%	i	1	-0.34	-0.17	-0.17	1	.	2.5	2.4	5.9	i	20	7%	-3.2	1117
O=C(CSc1nnc(-c2ccco2)o1)c1ccc(O)cc1O	-1	5	-1%	i	-3	1.4	-0.22	1	-1.4	i	4.1	2.1	9.1	i	49	12%	0.0	1028
CCS(=O)(=O)c1ccc(C(=O)NC)c(Cl)c1Cl	0	1	3%	i	9	0.94	-0.29	0.69	-0.33	i	6.2	1.6	8.6	i	15	1%	-2.8	1037
O=C(Nc1ccccc1F)c1ccncc1	24	2	8%	i	-1	-0.35	-0.19	-0.18	-0.13	i	2.7	1.7	2.7	i	12	5%	-2.1	1150
COc1ccc(N2C(=O)C(CC(=O)Nc3ccccc3)N(Cc3ccc(OC)c(OC)c3)C2=O)cc1 (stereo unspecified)	-10	-5	25%	i	-2	-0.06	-0.21	-0.33	0.84	i	5.5	2.3	6.6	i	58	4%	-0.3	1111

High-throughput results from PubChem.
